PAFAH1B2 FP inh: PAFAH1B2 (human) inhibition; AID 492953; recombinant PAFAH1B2, FP-rhodamine activity probe, fluorescence polarization; 1.2% of 340,000 active; P68402; inhibition, % at 3.39 µM;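 active = inhibition above the mean of all tested compounds plus 3 SD, cut at about 24% in these data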;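 note: 0% = enzyme with DMSO and 100% = wells lacking PAFAH1B2; many of its hits are not listed in these tables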
Target sequence (P68402 whole entry, looked up): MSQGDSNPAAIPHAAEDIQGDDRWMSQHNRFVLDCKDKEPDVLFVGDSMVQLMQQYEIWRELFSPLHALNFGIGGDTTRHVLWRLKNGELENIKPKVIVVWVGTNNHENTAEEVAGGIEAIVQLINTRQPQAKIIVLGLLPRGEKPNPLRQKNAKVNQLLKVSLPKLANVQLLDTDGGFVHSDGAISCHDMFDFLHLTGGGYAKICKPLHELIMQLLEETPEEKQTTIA
PME-1 primary: blocks human protein phosphatase methylesterase 1. Q9Y570. recombinant PME-1, FP-Rh probe fluorescence polarization. inhibition, % at 5.9 µM. 0.53% of 320,000 active. AID 2130;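 active = inhibition above the campaign mean of all compounds plus 3 SD, cut at about 26% in these data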;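 note: competitive labeling of PME-1 active site by serine hydrolase directed probe; 0% = PME-1 with DMSO and 100% = wells lacking PME-1 enzyme; inhibitors block probe labeling so polarization falls and inhibition rises; many of its hits are not listed in these tables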
AHR activator: activators of human aryl hydrocarbon receptor | 2.5% of 320,000 active | AHR-responsive luciferase reporter cells, luminescence | activation, % at 5 µM; in the data active = activation above about 47%;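 note: 0% = vehicle wells and 100% = reference agonist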
Target sequence (P35869 whole entry, looked up): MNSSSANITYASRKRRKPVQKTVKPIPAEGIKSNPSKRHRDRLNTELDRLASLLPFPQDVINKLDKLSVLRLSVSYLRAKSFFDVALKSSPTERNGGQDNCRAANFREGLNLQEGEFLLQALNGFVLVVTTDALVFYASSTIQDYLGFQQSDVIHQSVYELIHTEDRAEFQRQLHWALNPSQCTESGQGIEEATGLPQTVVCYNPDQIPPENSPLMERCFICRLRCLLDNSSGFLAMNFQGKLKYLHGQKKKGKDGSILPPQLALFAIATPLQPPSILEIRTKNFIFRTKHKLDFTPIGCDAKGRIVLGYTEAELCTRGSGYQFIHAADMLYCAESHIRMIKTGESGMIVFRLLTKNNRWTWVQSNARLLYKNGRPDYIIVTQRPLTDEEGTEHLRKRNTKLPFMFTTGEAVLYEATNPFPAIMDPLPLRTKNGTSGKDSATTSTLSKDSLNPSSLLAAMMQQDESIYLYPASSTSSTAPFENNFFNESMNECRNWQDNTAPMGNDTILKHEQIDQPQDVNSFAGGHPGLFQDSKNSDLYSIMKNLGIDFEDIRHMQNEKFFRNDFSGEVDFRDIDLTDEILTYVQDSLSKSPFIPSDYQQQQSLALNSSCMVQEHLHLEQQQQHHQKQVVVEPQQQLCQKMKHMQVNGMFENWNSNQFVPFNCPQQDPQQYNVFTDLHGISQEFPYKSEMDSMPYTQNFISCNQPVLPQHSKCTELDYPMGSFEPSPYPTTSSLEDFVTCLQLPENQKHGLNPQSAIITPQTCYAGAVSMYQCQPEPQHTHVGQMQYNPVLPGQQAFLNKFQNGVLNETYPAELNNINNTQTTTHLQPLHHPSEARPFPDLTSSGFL
MCL1 BIM primary: inhibitors of human MCL1 binding to BIM-BH3 peptide; 0.68% of 320,000 active; inhibition, % at 10.9 µM; GST-MCL1 / FITC-Bim-BH3 fluorescence polarization; Q07820;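 active = inhibition above the mean inhibition of all tested compounds plus 3 SD, set per campaign, cut at about 40% in these data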;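 note: 0% = DMSO wells and 100% = unlabeled Bim-BH3 peptide control; higher means more loss of mP so more displacement of Bim peptide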
MEX-5 binding: C. elegans MEX-5 TCR-2 RNA binding activity | Q9XUB2 | MEX-5/FITC-TCR2 RNA binding, fluorescence polarization; active compounds read low | activity score (negative = inhibition of binding), % at 10 µM | 0.38% of 300,000 active | AID 1832;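 active = inhibition past about -25% in most replicates, and total fluorescence under double the plate's negative control median, limit read from the data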;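 note: 0% = DMSO and -100% = 5 µM competing unlabeled TCR2 RNA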
GLD-1 RNA inh: GLD-1-TGE RNA interaction inhibition (C. elegans); purified GLD-1 + fluorescein TGE RNA, fluorescence polarization; inhibition, % at 5.96 µM; AID 2280; 0.44% of 320,000 active;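 active = percent inhibition above a per-plate cutoff, the plate mean of test compounds plus 3 SD, cut at about 30% in these data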;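 note: 0% = DMSO wells with GLD-1 and probe and 100% = wells lacking GLD-1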
pPAFAH FP inh: inhibitors of human plasma PAF acetylhydrolase (pPAFAH); recombinant pPAFAH, FP-rhodamine probe fluorescence polarization; inhibition, % at 3.39 µM; 1.5% of 330,000 active;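 active = inhibition above the mean inhibition across the screen plus 3 SD, cut at about 25% in these data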;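 note: inhibitors block binding of the rhodamine activity-based probe so polarization drops; 0% = enzyme with DMSO and 100% = wells lacking pPAFAH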
Fam108B inh: Fam108B inhibition, counter-screen for RBBP9 inhibitors; recombinant Fam108B, FP-Rh probe fluorescence polarization; inhibition, % at 9.51 µM; 0.33% of 300,000 active; AID 1947;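 active = inhibition above the screen mean inhibition plus 3 SD, computed separately per campaign, cut at about 18% in these data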;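 note: inhibitors lower polarization as less probe binds the enzyme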
BCLXL inh: Bcl-xL (human) inhibition | Q07817 | GST-Bcl-xL / FITC-Bim BH3 peptide fluorescence polarization | inhibition, % at 10.9 µM | 0.7% of 320,000 active | AID 2129;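 active = inhibition above the mean of all tested compounds plus 3 SD, cutoff set per campaign, cut at about 30% in these data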;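 note: 0% = DMSO wells and 100% = unlabeled Bim-BH3 peptide competitor; inhibitors lower millipolarization by displacing the labeled peptide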
Numbers without * were called inactive; · = no result given. Some of the compounds tested; count on the stated rates, not on these rows.

nr	mol	PAFAH1B2 FP inh	PME-1 primary	AHR activator	MCL1 BIM primary	MEX-5 binding
1	COc1cc(OC)c(NC(=O)CCc2nc(-c3ccc(C)cc3)no2)cc1Cl	-2	-3	-4	1	1.3
2	CCCCOc1ccc(C2/C(=C(\O)c3ccc4c(c3)OCCO4)C(=O)C(=O)N2CCCN2CCOCC2)cc1 (stereo unspecified)	-1	3	1	0	-1.1
3	O=C(Cc1ccccc1)NC1CCSc2ccccc21 (stereo unspecified)	3	9	-10	-12	2.8
4	O=c1c2ccccc2nnn1COc1cccc(Cl)c1	6	5	4	3	-0.5
5	CC(c1ccncn1)N(C)Cc1nc(Cc2ccccc2F)no1 (stereo unspecified)	1	-2	1	1	-1.4
6	COc1ccc(/C=C(/NC(=O)c2ccccc2)C(=O)N2CCOCC2)cc1OC	-1	-4	2	3	-2.1
7	COc1cccc(-c2sc3ccc(OC)cc3c2C#CC2(O)CCCCC2)c1	-5	-32	8	0	·
8	CCCn1c(=N)n(CC(=O)c2ccc(Cl)cc2)c2ccccc21	2	12	86*	-4	1.0
9	COc1cc(NC(=O)C2CC(=O)N(Cc3ccco3)C2)cc(OC)c1 (stereo unspecified)	7	1	2	1	2.7
10	O=C(NNc1ccccc1[N+](=O)[O-])NC1CCCCC1	-5	3	-1	13	-1.4
11	O=C(CSc1cccc[n+]1[O-])c1ccc(-c2ccccc2)cc1	-1	-6	6	-10	2.2
12	CNc1ncc(C(=O)c2ccc(Cl)cc2)s1	6	-2	3	4	0.0
13	O=C1C(Cl)=C(N2CCCCCC2)C(=O)N1c1ccccc1Cl	5	-2	2	8	-1.8
14	Cc1cc(C(=O)Nc2nncs2)oc1C	1	1	3	2	1.6
15	Cc1[nH]n(C(N)=S)c(=O)c1N=Nc1ccc(S(=O)(=O)N2CCCCCC2)cc1	8	4	2	16	-1.5

nr	GLD-1 RNA inh	pPAFAH FP inh	Fam108B inh	BCLXL inh
1	5	4	-6	4
2	-1	9	3	-1
3	-2	4	-1	1
4	-4	15	-4	4
5	5	4	0	1
6	12	-4	0	-3
7	-2	-11	·	1
8	5	4	2	3
9	-3	3	-3	6
10	0	4	1	6
11	4	5	3	0
12	2	3	-2	4
13	4	5	1	6
14	4	1	2	6
15	-4	23	11	11

(continued)
nr	mol	PAFAH1B2 FP inh	PME-1 primary	AHR activator	MCL1 BIM primary	MEX-5 binding
16	Cc1cccc(NC(=O)COC(=O)CN2CCCCCC2=O)c1C	-4	·	1	·	·
17	C=C(Br)Cn1c(CCC)nc2ccccc21	12	-3	8	1	-1.0
18	COc1cc(C(=O)OCCCN=C2NS(=O)(=O)c3ccccc32)cc(OC)c1OC	2	-4	0	-7	0.9
19	CCN1c2ccccc2-c2nc3ccccc3n2C1c1ccco1 (stereo unspecified)	2	-2	14	5	-1.0
20	COc1cc(NC(=O)c2ccc3c(c2)S(=O)(=O)N=C2CCCCCN23)cc(OC)c1	2	-2	10	-16	-1.1
21	CNc1nc2cc([N+](=O)[O-])c([N+](=O)[O-])cc2nc1NC	3	8	0	98*	2.5
22	COc1ccc(C(=O)N2CCN(c3cccc(Cl)c3)CC2)cc1S(=O)(=O)NC1CC1	3	7	4	5	·
23	CCOP(=O)(OCC)c1nc(/C=C/c2ccccc2)oc1NCc1ccc(OC)cc1	4	-2	3	7	·
24	CN(C)C(CNc1ccc(C(F)(F)F)cn1)c1ccccc1 (stereo unspecified)	8	5	0	0	2.8
25	COc1cccc(/C=N/Nc2nc(Nc3ccccc3)nc(-n3nc(C)cc3C)n2)c1O	6	-13	60*	3	3.0
26	CN(c1ccc(C(=O)N2CCN(c3ccc(F)cc3)CC2)cc1)S(C)(=O)=O	5	3	13	0	0.5
27	Cc1cc(C)c(NC(=S)NCCCSC2CCCCC2)c(C)c1	4	1	1	2	-2.0
28	Cc1ccc(C)c(NC(=O)COC(=O)c2ccc(S(=O)(=O)N3CCCCC3)cc2)c1	1	5	2	-9	·
29	COc1ccc(Cl)cc1NC(=O)c1ccccc1C	4	5	9	2	2.0
30	COCc1ccc(-c2c(-c3ccc(OC)cc3)oc(=O)c3cc(OC)c(OC)cc23)cc1	-4	·	5	·	·

nr	GLD-1 RNA inh	pPAFAH FP inh	Fam108B inh	BCLXL inh
16	2	2	·	·
17	6	1	-2	2
18	-4	2	-1	5
19	-6	8	1	5
20	-9	6	-3	-11
21	98*	11	13	90*
22	-1	3	·	3
23	8	4	3	6
24	-2	2	1	3
25	-3	10	10	0
26	0	4	5	3
27	7	4	3	8
28	1	-5	·	-5
29	-3	-2	-1	4
30	3	4	·	·

(listing goes on)
nr	mol	PAFAH1B2 FP inh	PME-1 primary	AHR activator	MCL1 BIM primary	MEX-5 binding
31	COc1cccc(-c2csc3nc[nH]c(=O)c23)c1	2	12	6	3	1.9
32	O=C(CCN1C(=O)c2ccccc2C1=O)C1=NN[C@@H]2C(=O)N(c3ccc4c(c3)OCCO4)C(=O)[C@H]12	·	-3	-2	2	-0.4
33	COc1ccc(Cl)cc1N(CC(=O)NCCSc1ccccn1)S(=O)(=O)c1ccccc1	0	2	2	5	0.7
34	CN(C)C(=O)Oc1ccc[n+](C)c1	0	-13	-1	7	0.4
35	O=C1C2C3C=CC(C3=C(c3ccccc3)c3ccccc3)C2C(=O)N1Cc1ccccc1 (stereo unspecified)	0	-6	1	4	0.4
36	Cc1cc(C)n(C2CC(=O)N(c3cc(Cl)cc(Cl)c3)C2=O)n1 (stereo unspecified)	6	5	-2	0	-1.2
37	CCOC(=O)C1(Cc2cccc(OC)c2)CCN(Cc2cnc(C)s2)CC1	-3	-2	3	1	2.9
38	O=C(Nc1ccc(Cl)c(S(=O)(=O)N2CCOCC2)c1)[C@@H]1CCCN1C(=O)c1cccs1	-4	-10	2	-14	·
39	O=C(NCc1ccc2c(c1)OCO2)C1CCN(S(=O)(=O)c2cccs2)CC1	4	25	0	-2	0.1
40	O=C(NC1CCCC1)C(c1ccncc1)N(C(=O)c1csnn1)C1CCCC1 (stereo unspecified)	5	4	0	-3	0.6
41	COc1ccc(/C=N/NC(=O)c2ccc(Cn3cc([N+](=O)[O-])cn3)o2)cc1O	2	2	30	1	0.4
42	Cc1cccc(C(=O)NCc2nnc(SC(C)C(=O)Nc3nnc(C)s3)n2C)c1 (stereo unspecified)	4	1	0	-1	-0.1
43	CCn1c(=O)n(CC(=O)N(C)Cc2ccccc2)c(=O)c2ccccc21	-3	7	0	-4	-5.9
44	Fc1ccccc1/C=C/c1ccc2ccccc2n1	2	-1	89*	0	2.8
45	O=C(C[C@H]1C/C=C/CC[C@@H](Cc2ccc(F)cc2)C(=O)OC[C@H](c2ccccc2)NC1=O)NCCO	4	·	-2	·	·

nr	GLD-1 RNA inh	pPAFAH FP inh	Fam108B inh	BCLXL inh
31	2	-4	4	0
32	8	-5	-2	7
33	-4	4	2	5
34	7	-3	1	8
35	6	0	0	6
36	-3	4	-3	-1
37	-3	2	0	6
38	4	-1	·	-6
39	-7	-1	2	-2
40	6	-1	-1	-1
41	0	1	2	5
42	-3	-1	0	1
43	-11	-4	3	-1
44	0	7	-1	0
45	-2	1	·	·

5 entries out of the list, ordered by length of the SMILES, rising:
nr	mol	PAFAH1B2 FP inh	PME-1 primary	AHR activator	MCL1 BIM primary	MEX-5 binding
44	Fc1ccccc1/C=C/c1ccc2ccccc2n1	2	-1	89*	0	2.8
4	O=c1c2ccccc2nnn1COc1cccc(Cl)c1	6	5	4	3	-0.5
24	CN(C)C(CNc1ccc(C(F)(F)F)cn1)c1ccccc1 (stereo unspecified)	8	5	0	0	2.8
8	CCCn1c(=N)n(CC(=O)c2ccc(Cl)cc2)c2ccccc21	2	12	86*	-4	1.0
26	CN(c1ccc(C(=O)N2CCN(c3ccc(F)cc3)CC2)cc1)S(C)(=O)=O	5	3	13	0	0.5

nr	GLD-1 RNA inh	pPAFAH FP inh	Fam108B inh	BCLXL inh
44	0	7	-1	0
4	-4	15	-4	4
24	-2	2	1	3
8	5	4	2	3
26	0	4	5	3

Following part
nr	mol	PAFAH1B2 FP inh	PME-1 primary	AHR activator	MCL1 BIM primary	MEX-5 binding
46	COc1c(C)cc(S(=O)(=O)NC2CC(C)(C)NC(C)(C)C2)c(C)c1C	5	-4	1	0	0.9
47	COC(=O)C1=C(C)NC(=S)NC1c1ccco1 (stereo unspecified)	-4	1	2	7	0.0
48	C[C@@H]1CN([C@H](C)CO)C(=O)Cc2cc(NC(=O)Nc3ccccc3)ccc2O[C@@H]1CN(C)Cc1ccc2c(c1)OCO2	4	·	0	·	·
49	COc1ccc(/C=C/C(=O)NC(=S)N2CCN(c3ccccn3)CC2)cc1OC	3	-3	-1	-10	-3.5
50	COc1ccccc1NC(=O)c1c(Nc2ccccc2F)sc(C(=O)Nc2cccc(Cl)c2)c1N	-8	-35	43	-31	0.6
51	Clc1cccc(CN2CCN(Cc3nc(CCc4ccccc4)no3)CC2)c1	5	-1	-1	1	1.6
52	CN(C(=O)c1cc(S(=O)(=O)N2CCc3ccccc32)cn1C)C1CCCCC1	4	8	-2	4	1.0
53	Cc1ccc(-c2n[nH]c(=S)n2Cc2ccccc2)cc1	10	5	2	-23	0.4
54	COc1ccc(CNc2nn[nH]n2)cc1OC	-9	-1	0	4	-0.1
55	O=C(CN(Cc1ccccc1)S(=O)(=O)c1ccc(Cl)cc1)NCC1CCCO1 (stereo unspecified)	4	2	0	-5	0.8
56	COc1ccc(N(C(=O)c2snc(C(N)=O)c2N)C(CC(C)C)C(=O)NCC2CCCO2)cc1 (stereo unspecified)	2	2	0	-4	0.7
57	Cc1oc(-c2ccccc2)nc1C(=O)Nc1nccs1	4	3	74*	0	-3.0
58	CC(C)(C)NC(=O)C(c1ccncc1)N(C(=O)c1csnn1)c1cccc2ccccc12 (stereo unspecified)	7	-3	1	7	1.4
59	N#CC1=C(N)OC2=C(C(=O)CCC2)C1Cc1ccccc1 (stereo unspecified)	2	-5	2	2	1.8
60	COc1ccc(C(=O)NC23CC4CC(CC(C4)C2)C3)cc1OC	7	-1	2	-1	0.0

nr	GLD-1 RNA inh	pPAFAH FP inh	Fam108B inh	BCLXL inh
46	9	9	-3	0
47	0	-1	-8	5
48	-2	0	·	·
49	-1	5	-5	-7
50	-8	-9	-30	-13
51	-1	2	1	3
52	-1	2	-2	4
53	1	4	-5	-4
54	-7	9	0	-2
55	2	3	-5	-5
56	0	5	1	1
57	-2	7	0	0
58	6	0	-1	0
59	5	14	5	2
60	0	4	3	2

Next section.
nr	mol	PAFAH1B2 FP inh	PME-1 primary	AHR activator	MCL1 BIM primary	MEX-5 binding
61	COC(=O)CN(c1ccc(OC)cc1)S(=O)(=O)c1ccc(OC)c(OC)c1	3	-3	1	1	0.4
62	C=CCNC(=S)NNC(=O)c1cc(Cl)ccc1OC	·	5	53*	6	0.7
63	O=C1NCCN1CCNS(=O)(=O)c1ccc(F)cc1	-2	-2	0	4	-1.3
64	CNC(=S)N1CCN(c2ccccn2)CC1	1	4	-4	13	-1.1
65	COc1cc(C(=O)NCCOc2cccc3cccnc23)cc(OC)c1OC	-2	-6	5	-1	2.3

nr	GLD-1 RNA inh	pPAFAH FP inh	Fam108B inh	BCLXL inh
61	0	4	-3	2
62	-3	2	-3	0
63	-3	2	5	5
64	0	4	-2	2
65	-6	-4	2	1
